TbMetRS inhib: blocks T. brucei methionyl-tRNA synthetase activity | purified T. brucei MetRS, ATP depletion, Kinase-Glo luminescence | inhibition, % at 11.9 µM | actives 0.4% (n = 360,000) | AID 624268;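 active = inhibition above a per-plate cutoff of the control wells' mean inhibition plus 3 SD, cut at about 5.5% in these data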;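 also: 0% = DMSO wells median and 100% = median of wells with control inhibitor compound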
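Test system: purified T. brucei MetRS enzyme. Also added: ATP, methionine and E. coli bulk tRNA substrates. Compound: 11.9 µM single point. Schedule: 15 min enzyme-compound preincubation, 2 h reaction, 10 min detection, 25 °C. Signal: luciferase luminescence of residual ATP, Kinase-Glo. Evaluation: percent inhibition versus plate control medians. Controls: DMSO wells, low control.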
LMPTP block: LMPTP (human) inhibition; inhibition, % at 20 µM; actives 0.22% (n = 360,000); recombinant LMPTP-A, OMFP fluorogenic substrate, fluorescence intensity; P24666;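 active = compounds that cut the enzyme signal by at least half of the control window in the single-dose screen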;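 also: plate controls were DMSO wells with enzyme plus substrate for no effect and substrate without enzyme for full effect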
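material = LMPTP-A | quantity = 0.625 nM enzyme | reagent = OMFP substrate, 400 µM final | buffer or medium = Bis-Tris pH 6.0, DTT, detergent | detection = endpoint fluorescence intensity from OMFP dephosphorylation | dosing = single 20 µM dose | read-out basis = % inhibition relative to no-enzyme and uninhibited control wells | control set = no-enzyme and uninhibited controls | timing = 50 min at room temperature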
SUMO1-SIM PPI: SUMO1-SIM interaction modulation; P63165; SUMO1 binding to a labelled peptide, TR-FRET, 1 h; inhibition, % at 20 µM; actives 0.33% (n = 360,000); AID 602429; in the data active = inhibition above about 37%
Scp-1 inhibitor: blocks human Scp-1 phosphatase activity; inhibition, % at 20 µM; Q9GZU7; Recombinant Scp1, phosphopeptide, malachite green phosphate absorbance; actives 0.88% (n = 340,000); AID 493091;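 active = inhibition above about 50% at 20 µM, limit read from the data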;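 also: plate controls were DMSO wells with enzyme for no effect and wells lacking enzyme for full effect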
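assay system = SCP-1 phosphatase catalytic domain, residues 76-261 | buffer or medium = 50 mM Tris acetate pH 5.5, 0.005% Tween-20, 10 mM MgCl2 | incubation = enzyme reaction 45 min at room temperature, colour 5 min, stabilisation 30 min | signal = Phosphate-binding colour reagent, absorbance read at 630 nm | measure = % inhibition at 20 µM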
CSN inh: CSN deneddylation inhibition | Purified CSN, SCF-Nedd8-OG deneddylation, fluorescence polarization | inhibition, % at 12.5 µM | actives 0.38% (n = 360,000) | AID 651999;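 active = pattern-corrected inhibition above about 35%, with an unprinted fluorescence ratio check between 0.5 and 1.5, limit read from the data, passing the limit was not always enough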;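 also: 0% = enzyme with substrate and 100% = substrate without enzyme; some results filed as inactive read as strong as hits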
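Schedule: reaction 90 min, room temperature / Assay system: HEK293T-derived human Csn5 enzyme / Input: Csn5 at 0.24 nM final / Measure: inhibition of Csn5 cleavage, % / Control set: substrate-only high control, full reaction low control / Technique: fluorescence polarization of the substrate / Buffer or medium: Tris/NaCl/DTT buffer, pH 7.5 / Reagent: SCFSkp2-Nedd8OG substrate at 10 nM final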
STEP inh: STEP (human) phosphatase inhibition; P54829; recombinant STEP, OMFP fluorogenic substrate, fluorescence; inhibition, % at 20 µM; actives 0.25% (n = 360,000); AID 588621;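 active = inhibition at 20 µM, scaled per plate between control wells, above about 37%, limit read from the data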;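 also: 0% = DMSO with enzyme and substrate and 100% = substrate only without enzyme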
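Assay system: isolated STEP enzyme. Buffer or medium: pH 6.0 Bis-Tris with DTT and Tween 20. Also added: fluorogenic phosphatase substrate OMFP at 25 µM final. Dosing: 20 µM, 1% DMSO. Timing: 20 min reaction, room temperature, in the dark. Measured by: fluorescence intensity, excitation 480 nm, emission 540 nm. Evaluation: normalized % inhibition.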
Rpn11 inh: Rpn11 (human) deubiquitinase inhibition | O00487 | human 26S proteasome, Ub4-pepOG fluorescence polarization; 20S core pre-blocked with epoxomicin | calls only at 20 µM | actives 0.59% (n = 360,000) | AID 588493;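 active = inhibition at 20 µM, scaled to each plate's controls, above about 33%, limit read from the data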
NadD block: inhibitors of Staphylococcus aureus NadD | purified NadD enzyme, colorimetric absorbance read-out | inhibition, % at 20 µM | actives 0.78% (n = 360,000) | AID 602399; in the data active = inhibition above about 26%; also: some compounds past the cut are filed as inactive
MLLE-PAM2 inh: blocks PAM2 peptide binding to the PABP1 MLLE domain; P11940; GST-MLLE / FITC-PAM2 fluorescence polarization; inhibition, % at 20 µM; actives 0.36% (n = 360,000); AID 588489; in the data active = inhibition above about 35%, passing the limit was not always enough;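 also: plate controls were DMSO wells with GST-MLLE for no effect and wells lacking GST-MLLE protein for full effect; some results filed as inactive read as strong as hits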
DNMT1 block: DNMT1 (human) enzyme inhibition | DNMT1 molecular beacon, Hinp1I cleavage, fluorescence | AID 588458 | actives 0.83% (n = 360,000) | P26358 | inhibition (reported as % activation of signal), % at 10 µM; in the data active = inhibition above about 50%
Target sequence (P26358 504-1616 limits assumed): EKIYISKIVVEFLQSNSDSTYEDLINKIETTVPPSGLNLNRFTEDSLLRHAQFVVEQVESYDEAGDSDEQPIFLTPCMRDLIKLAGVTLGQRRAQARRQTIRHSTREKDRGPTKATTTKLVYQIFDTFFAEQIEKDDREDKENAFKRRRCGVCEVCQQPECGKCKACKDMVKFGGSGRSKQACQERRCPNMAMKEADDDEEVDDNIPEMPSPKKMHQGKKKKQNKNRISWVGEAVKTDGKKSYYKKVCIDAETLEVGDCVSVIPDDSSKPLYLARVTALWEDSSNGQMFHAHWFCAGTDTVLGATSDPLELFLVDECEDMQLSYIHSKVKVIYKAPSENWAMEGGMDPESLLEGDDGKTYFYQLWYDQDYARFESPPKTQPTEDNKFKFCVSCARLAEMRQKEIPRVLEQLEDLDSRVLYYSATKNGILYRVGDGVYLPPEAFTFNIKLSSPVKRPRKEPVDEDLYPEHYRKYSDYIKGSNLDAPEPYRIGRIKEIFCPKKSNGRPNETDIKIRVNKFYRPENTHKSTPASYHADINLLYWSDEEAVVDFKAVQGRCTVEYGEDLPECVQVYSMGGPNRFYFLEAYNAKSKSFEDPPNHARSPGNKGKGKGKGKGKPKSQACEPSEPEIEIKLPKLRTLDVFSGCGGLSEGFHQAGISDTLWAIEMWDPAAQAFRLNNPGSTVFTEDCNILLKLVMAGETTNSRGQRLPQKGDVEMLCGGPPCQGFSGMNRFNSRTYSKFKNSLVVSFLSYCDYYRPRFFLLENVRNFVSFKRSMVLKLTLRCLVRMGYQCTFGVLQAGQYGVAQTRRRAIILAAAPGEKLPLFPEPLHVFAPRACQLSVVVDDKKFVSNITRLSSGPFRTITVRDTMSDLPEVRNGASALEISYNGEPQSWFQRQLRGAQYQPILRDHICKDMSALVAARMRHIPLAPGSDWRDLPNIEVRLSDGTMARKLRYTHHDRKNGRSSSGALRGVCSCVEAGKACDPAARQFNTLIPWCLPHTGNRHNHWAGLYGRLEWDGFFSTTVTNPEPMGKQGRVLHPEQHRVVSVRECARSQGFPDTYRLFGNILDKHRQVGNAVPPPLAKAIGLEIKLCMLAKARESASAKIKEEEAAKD
* = called active by the depositor.

What do the screens show for `Cc1ncc(CN2CCCC(CCC(=O)NCc3ccccc3F)C2)s1` (stereo not drawn)?
TbMetRS inhib: -0.5; LMPTP block: 0.4; SUMO1-SIM PPI: -2.3; Scp-1 inhibitor: 1.4; CSN inh: 6.8; STEP inh: 2.2; Rpn11 inh: inactive; NadD block: -5.5; MLLE-PAM2 inh: 1.3; DNMT1 block: 0.4

What do the screens show for `CCn1c(SCC(=O)NCc2ccccc2)nc2ccccc2c1=O`?
TbMetRS inhib: -0.3; LMPTP block: -0.2; SUMO1-SIM PPI: -4.8; Scp-1 inhibitor: -9.4; CSN inh: -8.7; STEP inh: -1.6; Rpn11 inh: inactive; NadD block: -6.8; MLLE-PAM2 inh: 4.1; DNMT1 block: 2.5

How did O=C1CSC(c2cccnc2)N1C1CCCCC1 (stereo not drawn) do in these assays?
TbMetRS inhib: 0.5; LMPTP block: -2.5; SUMO1-SIM PPI: -1.6; Scp-1 inhibitor: -2.2; CSN inh: -0.4; STEP inh: -3.3; Rpn11 inh: inactive; NadD block: 0.6; MLLE-PAM2 inh: 32.5; DNMT1 block: 0.7

How did CCNC(=S)Nc1ccc2cn[nH]c2c1 do in these assays?
TbMetRS inhib: -1.4; LMPTP block: -0.2; SUMO1-SIM PPI: -1.5; Scp-1 inhibitor: -2.5; CSN inh: 2.5; STEP inh: -3.1; Rpn11 inh: inactive; NadD block: -4.0; MLLE-PAM2 inh: -37.8; DNMT1 block: -3.8

Results for Cc1cc(OCC(O)CN2CCN(c3ccccn3)CC2)cc(C)c1Cl (stereo not drawn) ?
TbMetRS inhib: -1.2; LMPTP block: -1.2; SUMO1-SIM PPI: 3.7; Scp-1 inhibitor: -7.3; CSN inh: -1.8; STEP inh: -3.9; Rpn11 inh: inactive; NadD block: -14.0; MLLE-PAM2 inh: 10.5; DNMT1 block: 0.4

What do the screens show for `CCOC(=O)c1sc(NC(=O)Nc2cccc(Cl)c2)cc1C`?
TbMetRS inhib: 1.0; LMPTP block: 2.6; SUMO1-SIM PPI: -3.3; Scp-1 inhibitor: -13.1; CSN inh: 0.6; STEP inh: -3.9; Rpn11 inh: inactive; NadD block: -3.4; MLLE-PAM2 inh: -5.0; DNMT1 block: -1.5

Results for CC1CC(C)CN(C(=O)c2ccc3nc[nH]c3c2)C1 (stereo not drawn) ?
TbMetRS inhib: -0.3; LMPTP block: -0.9; SUMO1-SIM PPI: -1.0; Scp-1 inhibitor: -8.3; CSN inh: -0.4; STEP inh: 2.6; Rpn11 inh: inactive; NadD block: -3.4; MLLE-PAM2 inh: 3.0; DNMT1 block: -1.1

How did CCOC(=O)c1ccc(N2CN=C3SCC(=O)N3C2)cc1 do in these assays?
TbMetRS inhib: 0.4; LMPTP block: 0.1; SUMO1-SIM PPI: 3.1; Scp-1 inhibitor: -13.1; CSN inh: 2.0; STEP inh: 0.4; Rpn11 inh: inactive; NadD block: -2.5; MLLE-PAM2 inh: -52.8; DNMT1 block: 3.4

How did O=C1ON=C(c2ccccc2)/C1=C\c1ccco1 do in these assays?
TbMetRS inhib: -0.4; LMPTP block: -0.4; SUMO1-SIM PPI: 0.1; Scp-1 inhibitor: -1.9; CSN inh: 1.8; STEP inh: 1.4; Rpn11 inh: inactive; NadD block: 2.2; MLLE-PAM2 inh: 30.0; DNMT1 block: 2.0

What do the screens show for `O=C(Nc1ccccc1C(=O)NCc1cccnc1)c1ccccc1Cl`?
TbMetRS inhib: -0.6; LMPTP block: -1.3; SUMO1-SIM PPI: 3.7; Scp-1 inhibitor: -4.2; CSN inh: 2.5; STEP inh: -0.9; Rpn11 inh: inactive; NadD block: -4.9; MLLE-PAM2 inh: -1.8; DNMT1 block: 1.7

Results for CSCC(=O)N1CCc2ccc(NC(=O)c3ccccc3Cl)cc2C1 ?
TbMetRS inhib: -1.1; LMPTP block: 0.3; SUMO1-SIM PPI: -0.8; Scp-1 inhibitor: -10.4; CSN inh: -2.8; STEP inh: 3.6; Rpn11 inh: inactive; NadD block: 1.6; MLLE-PAM2 inh: 17.3; DNMT1 block: -0.8

How did C[C@@H]1CN([C@@H](C)CO)S(=O)(=O)c2ccc(Br)cc2O[C@H]1CN(C)C(=O)c1ccccc1F do in these assays?
TbMetRS inhib: -1.9; LMPTP block: -0.9; SUMO1-SIM PPI: 2.4; CSN inh: 0.0; STEP inh: -1.9; Rpn11 inh: inactive; NadD block: -5.7; MLLE-PAM2 inh: 11.1; DNMT1 block: -2.4

How did CCc1ccc(NC(=O)C(C)OC(=O)CCN2C(=O)C3CC=CCC3C2=O)cc1 (stereo not drawn) do in these assays?
TbMetRS inhib: -0.3; LMPTP block: 0.0; SUMO1-SIM PPI: 1.0; Scp-1 inhibitor: -4.9; CSN inh: 0.3; STEP inh: 1.2; Rpn11 inh: inactive; NadD block: -2.7; MLLE-PAM2 inh: -4.1; DNMT1 block: -1.0

How did COc1cccc2c(=O)cn[nH]c12 do in these assays?
TbMetRS inhib: -0.6; LMPTP block: 0.0; SUMO1-SIM PPI: -7.2; Scp-1 inhibitor: -8.7; CSN inh: 0.9; STEP inh: 0.8; Rpn11 inh: inactive; NadD block: 4.0; MLLE-PAM2 inh: 10.0; DNMT1 block: 11.4

Results for COc1ccc(N2CCN(C(=O)c3ccc4c(=O)n(CCc5ccc(OC)c(OC)c5)c(=O)[nH]c4c3)CC2)cc1 ?
TbMetRS inhib: -0.4; LMPTP block: -0.2; SUMO1-SIM PPI: 7.4; Scp-1 inhibitor: -2.9; CSN inh: -2.8; STEP inh: 9.0; Rpn11 inh: inactive; NadD block: 0.7; MLLE-PAM2 inh: -6.2; DNMT1 block: -1.4

Results for O=C(Cc1n[nH]c(=O)c2ccccc12)OCC(=O)c1ccccc1Cl ?
TbMetRS inhib: -0.3; LMPTP block: -1.6; SUMO1-SIM PPI: -0.3; Scp-1 inhibitor: -2.7; CSN inh: -2.7; STEP inh: -0.2; Rpn11 inh: inactive; NadD block: 0.2; MLLE-PAM2 inh: -17.6; DNMT1 block: -0.9

How did Cc1cc(C)cc(NC(=O)C(Sc2ncnc3ccccc23)c2ccccc2)c1 (stereo not drawn) do in these assays?
TbMetRS inhib: -0.9; LMPTP block: 1.9; SUMO1-SIM PPI: -0.6; Scp-1 inhibitor: 16.8; CSN inh: -5.1; STEP inh: -2.7; Rpn11 inh: inactive; NadD block: 17.0; MLLE-PAM2 inh: 11.4; DNMT1 block: -6.0

How did COc1cc(/C=N/NC2=NCCCCC2)ccc1O do in these assays?
TbMetRS inhib: 0.4; LMPTP block: -0.9; SUMO1-SIM PPI: -1.5; Scp-1 inhibitor: -0.7; CSN inh: -1.9; STEP inh: 2.0; Rpn11 inh: inactive; NadD block: -3.4; MLLE-PAM2 inh: 10.0; DNMT1 block: 4.2

What do the screens show for `Nc1nc(Cl)nc2ccc(Br)cc12`?
TbMetRS inhib: -0.5; LMPTP block: -1.3; SUMO1-SIM PPI: -6.3; Scp-1 inhibitor: 1.0; CSN inh: -2.2; STEP inh: -1.8; Rpn11 inh: inactive; NadD block: 2.8; MLLE-PAM2 inh: -7.8; DNMT1 block: 0.4

How did CCOc1ccccc1NC(=S)NC1CC2CCC1C2 (stereo not drawn) do in these assays?
TbMetRS inhib: -1.4; LMPTP block: -0.5; SUMO1-SIM PPI: 1.5; Scp-1 inhibitor: -7.7; CSN inh: 2.3; STEP inh: -1.0; Rpn11 inh: inactive; NadD block: -0.9; MLLE-PAM2 inh: -18.7; DNMT1 block: -0.4

How did O=C(Nc1ccc(N2CCOCC2)c(Cl)c1)c1cccnc1Cl do in these assays?
TbMetRS inhib: -0.1; LMPTP block: 0.0; SUMO1-SIM PPI: 2.7; Scp-1 inhibitor: -5.7; CSN inh: -0.4; STEP inh: 0.5; Rpn11 inh: inactive; NadD block: 3.0; MLLE-PAM2 inh: 5.3; DNMT1 block: -2.6

How did CN1C(=O)/C(=C\C=C2/CCCN2C)N(C)C1=S do in these assays?
TbMetRS inhib: -0.7; LMPTP block: 7.3; SUMO1-SIM PPI: -35.5; Scp-1 inhibitor: -1.9; CSN inh: -0.8; STEP inh: -0.9; Rpn11 inh: active; NadD block: 12.4; MLLE-PAM2 inh: -118.9; DNMT1 block: -2.6

What do the screens show for `CCOc1ccc(NC(=O)c2cc3n(n2)C(C(F)(F)F)CC(c2ccco2)N3)cc1` (stereo not drawn)?
TbMetRS inhib: -1.6; LMPTP block: -0.3; SUMO1-SIM PPI: -1.3; Scp-1 inhibitor: -3.4; CSN inh: -4.3; STEP inh: -3.8; Rpn11 inh: inactive; NadD block: -5.7; MLLE-PAM2 inh: 1.0; DNMT1 block: -4.8

Results for COc1ccccc1CNc1ncnc2cc(OC)c(OC)cc12 ?
TbMetRS inhib: -0.2; LMPTP block: 0.7; SUMO1-SIM PPI: 29.0; Scp-1 inhibitor: -2.2; CSN inh: 4.8; STEP inh: 0.8; Rpn11 inh: inactive; NadD block: -1.4; MLLE-PAM2 inh: 10.4; DNMT1 block: -2.3

How did COc1ccccc1-c1cc(C(=O)NC(C)C)no1 do in these assays?
TbMetRS inhib: -1.1; LMPTP block: -2.3; SUMO1-SIM PPI: 2.8; Scp-1 inhibitor: -3.4; CSN inh: 3.0; STEP inh: -1.1; Rpn11 inh: inactive; NadD block: 1.2; MLLE-PAM2 inh: -0.9; DNMT1 block: 3.9

What do the screens show for `O=C(Nc1ccccc1N1CCOCC1)c1ccccc1[N+](=O)[O-]`?
TbMetRS inhib: -0.7; LMPTP block: 0.3; SUMO1-SIM PPI: -5.3; Scp-1 inhibitor: -2.0; CSN inh: 6.7; STEP inh: 0.5; Rpn11 inh: inactive; NadD block: 1.6; MLLE-PAM2 inh: 7.3; DNMT1 block: 0.4
